SDO1 yeast rescue: compounds rescuing growth of sdo1-depleted yeast, bone marrow failure model. AID 817. 140,000 compounds, 0.21% hits. z-score at 10 µM. S. cerevisiae sdo1-depleted JHY4D growth rescue, OD600 30 h; stronger effect = higher value; pdr5 snq2 efflux-pump mutant strain;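 active = z-score above 3 at both the 24 hr and the 30 hr optical density reads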;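 also: z-score against mean and SD of all compound wells on the same plate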
INS promoter inh: TRM-6 insulin promoter activity inhibition | TRM-6 cells (human fetal islet line), insulin promoter-eGFP reporter, imaging; reporter expression induced with tamoxifen | AID 1273 | inhibition, % at 2 µM | 130,000 compounds, 0.9% hits;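 active = inhibition above the mean plus 3 SD, with well images judged a real hit on visual review, cut at about 60% in these data, passing the limit was not always enough; inconclusive = inhibition over the cutoff but images rejected on review; inactive = inhibition not above the cutoff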
SDO1 yeast rescue Rescue 24 h: recorded beside SDO1 yeast rescue, whose call it bears; z-score; S. cerevisiae sdo1-depleted JHY4D growth rescue, OD600; measured here: growth rescue at 24 h;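 0 is the plate mean of compound wells and units are plate SD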
* marks the source's active call; other numbers are inactive results; ? = inconclusive; . = no result given; & = joins results of further samples.

SMILES	SDO1 yeast rescue	SDO1 yeast rescue Rescue 24 h	INS promoter inh
CCOC(=O)c1c(C2COc3ccccc3O2)csc1NC(=O)c1ccccc1 (stereo not given)	0.1	-0.47	.
Cc1c(-c2ccccc2)[nH]n2c(=O)c3c(nc12)CCCC3	1.4	1.1	.
O=S(=O)(c1ccc(F)cc1)N1CCC(N2CCCC2)CC1	-0.23	-0.68	.
CN1CCN(S(=O)(=O)c2ccc(Sc3nc4ccccc4[nH]3)c3nsnc23)CC1	0.47	0.09	19
Cc1ccc(NC(=O)CS(=O)CC(=O)Nc2ccc3c(c2)OCO3)cc1Cl (stereo not given)	-1.5	-1.2	.
CC1CCN(S(=O)(=O)c2ccc(NC(=O)Cn3nnc(-c4ccccc4)n3)cc2)CC1	0.45	0.88	24
CC(C)NC(=O)C1CCCN(S(=O)(=O)c2cccs2)C1 (stereo not given)	0.9	0.36	-9
O=C1CC(N2CCN(c3ccc(O)cc3)CC2)C(=O)N1Cc1cccs1 (stereo not given)	-0.33	-0.65	31
CCn1cc(C(=O)O)c(=O)c2ccc(C)nc21	-1.8	-0.67	-9
Cc1noc2ncnc(Oc3ccc4ccccc4c3)c12	-1.3	-0.83	20
CCCCOc1ccccc1NC(=O)c1ccc(=O)[nH]c1	-0.93	-1.2	-42
Cc1c(C(=O)NCc2ccc3c(c2)OCO3)oc2ccc(S(=O)(=O)N3CCCC3)cc12	-0.93	-1.4	16

Nothing new here: 2 of the compounds above.
SMILES	SDO1 yeast rescue	SDO1 yeast rescue Rescue 24 h	INS promoter inh
CCOC(=O)c1c(C2COc3ccccc3O2)csc1NC(=O)c1ccccc1 (stereo not given)	0.1	-0.47	.
Cc1c(-c2ccccc2)[nH]n2c(=O)c3c(nc12)CCCC3	1.4	1.1	.

Further results follow.
SMILES	SDO1 yeast rescue	SDO1 yeast rescue Rescue 24 h	INS promoter inh
Cc1nc2c(c(C)nn2-c2ccccc2)c(C)c1Cl	-1.1	-1	.
COC(=O)c1ccc(OCC(O)CN(CCO)CCO)cc1 (stereo not given)	0.7	0.57	.
CCc1nnc(NC(=O)c2cc(S(=O)(=O)N3CCN(c4ccccc4)CC3)ccc2Cl)s1	-0.25&-0.84	-0.65&-0.87	-21
Cc1cc(N)n2nc(C(F)(F)F)nc2n1	.	.	-7
CC(C)N(C(=O)C(=O)c1cccn1-c1ccccc1C#N)C(C)C	0.21	0.02	-20
CC1(C)CC(=O)C=C(NNC(=O)C2CCCCC2)C1	0.98	0.66	44
O=C(Nc1nnc(Cc2ccccc2)s1)c1cnccn1	.	.	26
CC(=O)OC(C(=O)N1CCN(c2ccccc2F)CC1)c1ccccc1 (stereo not given)	0.04	-0.06	-8
Oc1ccc2oc3c(c2c1)CCCC3	-1.2	-1.3	6
O=C(c1ccc(Cl)cc1)C1C2C(=O)N(c3ccccc3)C(=O)C2C2CCCN21 (stereo not given)	-1.4	-0.9	22
CC1CCN(C(=O)Oc2ccccc2)CC1	.	.	14
CC1CCCN(C(=O)c2cc3c(-c4ccc(Cl)cc4)nn(C)c3s2)C1 (stereo not given)	-0.15	-0.6	.
Fc1ccc(C2CC(c3ccco3)=NN2c2ccccc2)cc1 (stereo not given)	-0.78	-0.35	.
CC(C)C(NC(=O)c1ccc(F)cc1)C(=O)OCC(=O)N1CC(=O)Nc2ccccc21 (stereo not given)	-0.58	-0.91	14
CCOC(=O)C1=C(C)NC2=C(C(=O)CC(C)(C)C2)C1c1cccc(C)n1 (stereo not given)	1.1	0.64	-9
Cc1ccc(S(=O)(=O)Oc2cccc(/C=N/n3cnnc3)c2)cc1	-0.51	-1	34
Cc1sc2ncnc(Sc3ccccc3C(=O)Nc3ccc(Br)cc3)c2c1C	-1.2	-0.91	.
NC(=O)c1ccccc1NC(=O)Nc1cccc(Cl)c1	-0.32	-1.5	-18
O=C(COc1ccccc1)Nn1cnc2ccccc21	1.1	1.3	64
COCCn1c(SCc2nc(N)nc(Nc3ccccc3C)n2)nc2ccccc2c1=O	-0.47	-0.22	37
Cc1ccnc(N/N=C/c2ccco2)n1	0.55	-0.12	-21
Cc1ccc(N2C(=O)C3C4C=CC(CNC(=S)Nc5cccc(Cl)c5)(O4)C3C2=O)cc1 (stereo not given)	-0.79	-1.2	35
C=C(C)Cn1c(CCNC(=O)C(C)C)nc2ccccc21	1.2	0.81	24
COc1cccc(C(=O)Nc2cc(C(=O)NCCc3ccccc3)ccc2Cl)c1	-0.25	-0.91	13

Entries of single compounds, quoted from the list. Order of values: SDO1 yeast rescue | SDO1 yeast rescue Rescue 24 h | INS promoter inh
Shown for NC(=O)c1ccccc1NC(=O)Nc1cccc(Cl)c1 = -0.32 | -1.5 | -18
Shown for Cc1ccnc(N/N=C/c2ccco2)n1 = 0.55 | -0.12 | -21
Shown for O=C(COc1ccccc1)Nn1cnc2ccccc21 = 1.1 | 1.3 | 64

Next results.
SMILES	SDO1 yeast rescue	SDO1 yeast rescue Rescue 24 h	INS promoter inh
COc1cc(=O)[nH]c(=O)n1CC(=O)c1ccccc1	0.99	1.1	36
O=C(Nc1ccc[n+](CC(=O)c2cccc3ccccc23)c1)c1ccccc1	-0.79	-0.77	48
CCOc1ccc(NC(=O)c2nnn(CC(=O)Nc3ccccc3OC)c2N)cc1	0.17	-0.47	-42
O=C1CCCC(O)=C1C=NCCc1ccccc1	-0.66	-1.2	.
CCn1c(O)c(C(C#N)=C2N=c3ccccc3=N2)c2ccccc21	0.55	2.2	0
Cc1ccccc1OC1C(=O)N(Cc2ccc3c(c2)OCO3)C1c1sccc1C (stereo not given)	-1	-1.2	-57
Cc1cc(C)nc(SCC(=O)N/N=C/c2cccn2-c2cccc(C(F)(F)F)c2)n1	-0.98	-1.2	-23
Cc1ccc(S(=O)(=O)Nc2ccc(Br)cc2/C=N/n2cnnc2)cc1	-1.4	-1.2	18
COc1ccc(C(=O)C[n+]2cccc(C)c2C)cc1[N+](=O)[O-]	.	.	-107
Cc1ccc(C)c(NS(=O)(=O)c2cc(C(=O)Nc3ccccc3-c3ccccc3)ccc2Cl)c1	-0.57	-0.47	-29
O=C(NCCC1=CCCCC1)C1CCN(S(=O)(=O)c2ccc(-n3cnnn3)cc2)CC1	0.74	0.62	.
CCOc1ccccc1CNC(CC)CO (stereo not given)	.	.	-21
CCOP(=O)(c1ccc(N(C)C)cc1)C(O)c1ccccc1 (stereo not given)	0.59	0.39	22
C=CCNC(=O)c1cc2c(=O)n3cc(C)ccc3nc2nc1NCC1CCCO1 (stereo not given)	-0.01	0.01	.
COC(=O)c1cc(NC(=O)c2cc(C)oc2C)cc(C(=O)OC)c1	-0.51	-0.73	38
COc1ccccc1CNC(=O)C(CCSC)NS(=O)(=O)c1ccc2c(c1)oc(=O)n2C (stereo not given)	0.58	0.04	-164
CCNC(=O)/C(C#N)=C/c1c(N2CCN(Cc3ccc4c(c3)OCO4)CC2)nc2c(C)cccn2c1=O	-0.15	-0.54	.
COc1cccc(NC(=O)Cn2c(=O)oc3ccccc32)c1	0.72	0.84	36
COc1ccc(/C(C)=N/NC(=O)c2ccc(N(C)C)cc2)cc1	0.11	-0.62	.
NC(=O)c1ccc[n+](Cc2ccccc2)c1	1.8	2.3	.
COc1ccccc1OCC(=O)NNC(=S)NC(=O)c1ccco1	0.88	0.41	-13
O=C(Nc1nnc(-c2cccs2)o1)c1ccco1	0.85	0.28	.
CC(=O)c1ccc(NC(=O)c2ccc(COc3ccccc3[N+](=O)[O-])o2)cc1	1.9	3.4	-23
COC(=O)c1cc(C(=O)OC)cc(N2C(=O)CC(NNC(=O)c3ccccc3Cl)C2=O)c1 (stereo not given)	1.1	0.49	-17
CCc1ccc2[nH]c(=O)c(C(c3nnnn3CCOC)N3CCN(c4ccccc4F)CC3)cc2c1 (stereo not given)	-0.16	0.22	.
CC(C)c1cc(C(=O)N/N=C/c2ccco2)n[nH]1	0.38	-0.46	-14
O=C(CCC(=O)Nc1nnc(C2CCCCC2)s1)NCc1cccs1	1.5	1.9	.
Cc1cc(C)c(S(=O)(=O)NCC(=O)NCc2ccccn2)c(C)c1	.	.	-41
COc1ccc(OC)c(NC(=O)COC(=O)CCCN2C(=O)c3ccccc3C2=O)c1	-0.05	0.22	-31
Cc1nc2ncnn2c(C)c1Cc1cccc(C(F)(F)F)c1	.	.	40
COc1ccc(NC(=S)N2CCC(c3nc4ccccc4o3)CC2)c(OC)c1	.	.	29
CC(C)C(=O)Nc1cccc(C(=O)Nc2nnc(C(C)(C)C)s2)c1	0.2	-0.01	-35
O=[N+]([O-])c1ccc(N2CCCCC2)c(Cl)c1N1CCCCC1	0.37	-0.12	-3
CCCNC(=O)COC(=O)c1ccccc1C(=O)N(C)C1CCCCC1	-0.01	-0.66	.
CCc1ccc(NC(=O)COC(=O)CCCC2=NS(=O)(=O)c3ccccc3N2)cc1	.	.	-50
COCCn1nnnc1C(c1ccc(OC)cc1OC)N1CCN(c2ccccc2)CC1 (stereo not given)	-0.1	0.33	.
COc1ccc(N=Cc2c[nH][nH]c2=O)cc1	1.1	0.85	-50
CCOC(=O)c1oc2cc(O)cc(C)c2c(=O)c1-c1cscn1	0.77	1.3	44
CCOC(=O)Cc1csc(NC(=O)CCNS(=O)(=O)c2ccc3c(c2)CCC(=O)N3)n1	-0.81	-1.2	.
COc1ccc(N2CCN(S(=O)(=O)c3ccc(-n4cnnn4)c(C)c3)CC2)cc1	0.46	-0.32	23
Cc1[nH]c2ccccc2c1/C=N/NC(=O)Nc1ccccc1	.	.	?
CCCC(=O)N(C)c1nnc(-c2ccc(OC)cc2)s1	0.41	0.57	-170
COC(=O)c1ccc(Cn2c(O)c(N=O)c3ccccc32)o1	-0.1	-0.26	.
COc1ccc(C(C(=O)NC2CCCCC2)N(CC2CCCO2)C(=O)C2COc3ccccc3O2)cc1OC (stereo not given)	-1.4	-0.41	19
Cc1ccc(S(=O)(=O)NNC(=O)Nc2cccc3ccccc23)cc1	1.4	0.29	-6
COc1ccc(COCC(O)CN2CCC(CN3C(=O)c4cccc5cccc(c45)C3=O)CC2)cc1OC (stereo not given)	0.52	1.1	-67
CCCC(=O)NC(=S)Nc1ccccc1F	-0.78	-0.79	-33
COc1ccc2cc(CCNC(=O)CC(C)(C)C)c(=O)[nH]c2c1	0.7	0.26	-14
COc1ccc2c(c1OC)C(=O)OC2Nc1nc(-c2cc3cc([N+](=O)[O-])ccc3oc2=O)cs1 (stereo not given)	-0.95	-1	.
Cc1ccc([N+](=O)[O-])cc1S(=O)(=O)NCCc1c(C)[nH]c2ccccc12	0.41	-1.1	39
O=C(CSc1nc(-c2cccs2)cc(C(F)(F)F)n1)NCc1ccccc1	-0.33	-0.33	.
O=S(=O)(c1ccccc1)N(CC(O)CN1CCCCC1)c1ccccc1 (stereo not given)	-0.21	0.25	29
Cn1c2ccccc2c(=O)c2c(=O)n(C3CCCCC3)c(-c3cccs3)nc21	-1.6	-0.04	14
O=C(O)C(c1ccccc1)N1CCCC1 (stereo not given)	0.29	-0.02	.
CC1CCN(CCNC(=O)CCS(=O)(=O)c2ccc(Br)cc2)CC1	-0.43	-0.44	.
Cc1sc2ncnc(OCC(=O)N3CC(=O)Nc4ccccc43)c2c1C	.	.	19
CCOC(=O)Cn1c(C(=O)OCC)cc2sccc21	0.67	0.91	.
Cc1nc2ccc(S(=O)(=O)NC(C(=O)NCc3ccco3)C(C)C)cc2s1 (stereo not given)	1.1	1.2	.
NC(=O)c1ccc(Oc2ccc(Cl)c3ccccc23)c([N+](=O)[O-])c1	-0.29	1.3	0
COc1cccc2cc(-c3nnc(SCC(=O)Nc4nc(C)cs4)n3C)oc12	-1.2	-1.2	.

Molecules above that have bromine:
SMILES	SDO1 yeast rescue	SDO1 yeast rescue Rescue 24 h	INS promoter inh
Cc1sc2ncnc(Sc3ccccc3C(=O)Nc3ccc(Br)cc3)c2c1C	-1.2	-0.91	.
Cc1ccc(S(=O)(=O)Nc2ccc(Br)cc2/C=N/n2cnnc2)cc1	-1.4	-1.2	18
CC1CCN(CCNC(=O)CCS(=O)(=O)c2ccc(Br)cc2)CC1	-0.43	-0.44	.

Next structures
SMILES	SDO1 yeast rescue	SDO1 yeast rescue Rescue 24 h	INS promoter inh
Cc1cc(NC(=O)COC(=O)c2ccc(S(=O)(=O)N3CCCc4ccccc43)cc2)no1	-0.43	0.21	-37
CN(C)C(=O)C1OC(C)(C)OC1C(=O)N(C)C (stereo not given)	0.17	-1.3	60
COC(=O)c1sc(S(=O)(=O)N2CCN(c3ccccc3)CC2)c(C(=O)OC)c1C	-0.58	0.13	-77
Cc1cc(NC(=O)CN2CCOCC2)n(-c2nc3ccccc3s2)n1	-1.3	-0.46	6
O=C(CNC(=O)c1ccccc1)NCCc1nc2ccccc2[nH]1	0.67	0.53	-12
Cc1cccc(N=C2NC(=O)CS2)c1	-0.04	-0.11	24
CCOC(=O)C(C(=O)Nc1nccs1)C1CCCCC1 (stereo not given)	0.67	0.48	-27
CCOC(=O)c1ccc(NS(=O)(=O)c2ccc3[nH]c(=O)[nH]c3c2)cc1	-0.52	-0.82	62
Cc1oc(-c2ccccc2)cc1C(=O)Nc1ccccc1	-0.64	0.14	7
COc1ccc(/C=N/NC(=O)C2c3ccccc3-c3ccccc32)cc1	-0.58	0.4	-25

Part of the list above, with values under each structure:
Every second line gives: SDO1 yeast rescue	SDO1 yeast rescue Rescue 24 h	INS promoter inh
- COc1cccc(NC(=O)Cn2c(=O)oc3ccccc32)c1
 : 0.72	0.84	36
- COc1ccc(/C(C)=N/NC(=O)c2ccc(N(C)C)cc2)cc1
 : 0.11	-0.62	.

Source: PubChem (several laboratories)
